WT yeast gro inh – growth inhibition of WT yeast, mitochondrial fusion screen; actives 2.1% (n = 190,000); inhibition, % at 10 µM; mitochondrial fusion phenotypic screen, WT strain; AID 1362; in the data active = inhibition above about 58%; tested in S. cerevisiae
TNAP activators – stimulation of alkaline phosphatase TNAP activity – biochemical, luminescent, no phosphate acceptor, uHTS, primary screen (AID 1001); purified TNAP, luminescent activation assay, no phosphate acceptor; higher activation fold means a stronger effect; activation fold at 20 µM; hits with a dose series show EC50 in µM; actives 0.03% (n = 200,000); in the data active = activation fold from about 3, or a potency from the dose series; inactive = the rest, 99 in 100 with activation fold below about 1.6; also: many of its hits are not listed in these tables
Myeloid diff MLP – myeloid differentiation induction. ER-HoxA9 myeloid progenitors, lysozyme-GFP differentiation, flow cytometry. calls only at 10 µM. actives 1% (n = 360,000);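 active = normalized GFP-positive differentiation at or above the plate's own cutoff, the solvent-only control mean plus 3 SD; inconclusive = no clear call, values can overlap the other calls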;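 also: cells exposed to compound for four days before flow analysis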
Hep lipid drop – hepatic lipid droplet formation modulation; AML12 mouse hepatocytes, oleate lipid droplets, BODIPY imaging; inhibition, % at 6.5 µM; actives 0.4% (n = 240,000);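 active = lipid droplet intensity inhibited by at least 50%, with more than 500 cells counted; inconclusive = wells with under 300 cells, treated as cytotoxic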
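Assay system: AML12 mouse liver cells | Compound dosing: One dose, 6.5 µM compound | Read-out basis: Droplet intensity reduction, % inhibition | Measured by: Fluorescence imaging, 20x objective, two fields per well | Schedule: Overnight treatment with compound plus oleate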
human PMI inhibition – inhibitors of human PMI, primary screen, biochemical, fluorescence intensity, coupled assay (AID 1209). inhibition, % at 20 µM; hits with a dose series show IC50 in µM. actives 0.42% (n = 190,000). purified PMI enzyme, coupled fluorescence intensity; higher % means a stronger effect;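 also: plate controls were DMSO vehicle for no effect and wells lacking substrate for full effect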
M1AAP inhibition – P. falciparum M1AAP inhibitors, biochemical, fluorogenic H-Leu-NHMec substrate, 1536-well (AID 1445); recombinant M1AAP, H-Leu-NHMec fluorogenic kinetic assay; higher % means a stronger effect; inhibition, % at 30 µM; hits with a dose series show IC50 in µM; actives 0.42% (n = 220,000);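 active = primary inhibition above the hit cutoff, then over 50% inhibition at one or more dose response concentrations, cut at about 23% in these data, passing the limit was not always enough; inconclusive = conflicting primary data, or primary hits not chosen for dose response; inactive = low primary inhibition, or under 50% at every dose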;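 also: plate controls were DMSO full reaction for no effect and no enzyme background for full effect; strong numbers were not always called active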
human PMI inhibitors – MPI inhibition at elevated mannose 6-phosphate – biochemical, fluorescence intensity, high mannose 6-phosphate, primary screen (AID 1220) | one-dose inhibition, % at 20 µM; IC50 in µM for titrated hits | recombinant PMI enzyme, coupled fluorescence intensity; higher % means a stronger effect | actives 0.66% (n = 190,000)
ER stress rescue – rescue of cells from ER stress-induced death, primary screen, 384-well, CSM14.1, thapsigargin, ATP luminescence (AID 1222); CSM14.1 thapsigargin-induced death rescue, ATP luminescence; higher % means a stronger effect; one-dose cellular ATP content (survival), % at 20 µM; EC50 in µM for titrated hits; 190,000 tested, under 10 active;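 active = EC50 below 50 µM in the dose-response confirmation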;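 also: death triggered by thapsigargin at about 15 µM added after 2 h compound pretreatment; cell ATP read after overnight thapsigargin exposure of roughly 18 to 22 hours; normalized against plate controls of thapsigargin alone and 5% DMSO vehicle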
K1F lysis inhibition – protection from phage-mediated lysis, alamar blue read-out – E. coli UTI89, K1F phage, bacterial capsule biogenesis inhibitors (AID 488966). E. coli UTI89 K1F phage lysis, alamar blue, 2 h; higher % means a stronger effect. one-dose inhibition, % at 100 µM; IC50 in µM for titrated hits. actives 0.02% (n = 340,000);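 active = phage lysis inhibition, versus mean bacterial control, above a set limit; inconclusive = no clear call, values can overlap the other calls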;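 also: capsule biogenesis inhibitors block K1F phage lysis so surviving cells raise fluorescence; higher fluorescence means more inhibition of phage lysis; actives were called in the ten point dose series up to 300 µM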
WT yeast gro inh mutant strain – second read-out of WT yeast gro inh, no call of its own (marks repeat the call); inhibition, %; mitochondrial fusion phenotypic screen, mutant strain inhibition
Hep lipid drop cells 6.5 µM – also measured in Hep lipid drop; calls as there; cell count; measured here: cell count, cytotoxicity flag;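 cells counted across two imaged fields per well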
Myeloid diff MLP GFP+ MAC1+ % – further read-out of Myeloid diff MLP, marked with its call; GFP+ MAC1+ double positive, %; measured here: differentiation confirmed by MAC1 staining
Active calls of the source: *; i = inactive; ? = inconclusive; . = not tested or not shown; + = active, no number; [ ] = dose if it differs, or a comment. Rule as the data show it, unless noted: active = inhibition above about 50%; inactive = the rest. The list is partial. The share of hits here may be higher or lower than overall.

SMILES	WT yeast gro inh	WT yeast gro inh mutant strain	TNAP activators	Myeloid diff MLP	Myeloid diff MLP GFP+ MAC1+ %	Hep lipid drop	Hep lipid drop cells 6.5 µM	human PMI inhibition	M1AAP inhibition	human PMI inhibitors	ER stress rescue	K1F lysis inhibition
CCN(CC)c1ccc(/C=N/c2sc3c(c2C#N)C2CCN3CC2)c(O)c1	23	-8	0.7	?	.	26	563	15%	8%	9%	1.7%	2.6%
Oc1ccc(/C=N/NP(=S)(c2ccccc2)c2ccccc2)cc1O	2	29	0.2	i	8.9	-8	813	.	-3%	.	-0.9%	0.2%
CC(C)OC1CCCC(O)C1CC(=O)O (configuration not stated)	.	.	.	i	0.7	0	672	.	-9%	.	.	0.7%[50 µM]
O=c1c2ccccc2[nH]c(=S)n1-c1ccc(Br)cc1	8	-5	1	i	0.2	-10	643	-15%	-2%	-12%	-1.8%	0.0%
CSc1ccc(CN2CCN(C(=O)COc3ccc(C)cc3)CC2)cc1	30	-2	1.1	i	0.2	12	668	0%	10%	-3%	-0.5%	3.9%
COC(=O)C1=C(N)OC(C)=C(C(C)=O)C12C(=O)N(C)c1ccccc12 (configuration not stated)	.	.	1.1	i	1.6	.	.	-8%	.	3%	-0.7%	-0.1%[50 µM]
CSc1ccc(CN2CCN(Cc3ccccc3Cl)CC2)cc1	34	26	1.1	i	0.3	-22	667	2%	-2%	2%	-2.3%	0.6%
COc1ccc(C(=O)C2CCCN(Cc3ccc(C)s3)C2)cc1OC (configuration not stated)	-4	8	1.1	i	0.5	1	653	13%	-2%	5%	-0.7%	0.1%
O=P(c1ccccc1)(c1nc2ccccc2s1)N1CCOCC1 (configuration not stated)	-2	-2	1	i	3.2	4	778	-6%	8%	-6%	-2.4%	0.1%
CN(C)CCOC(=O)c1cn(Cc2ccccc2)c2ccccc12	-29	-7	1.1	i	1.1	.	.	8%	7%	6%	-0.9%	0.0%
CCN1CCN(C(=O)Cc2coc3cc(C)cc(C)c23)CC1	4	24	1	i	0.2	-6	679	0%	3%	1%	-0.9%	12%
C=CCn1c(O)c(/C=C2/C=CC=N2)c(=O)[nH]c1=O	-9	11	1	?	.	-3	694	8%	13%	0%	-2.2%	0.1%
CCOC(=O)c1c(C)c(P(=S)(N2CCOCC2)N2CCOCC2)n(C)c1C	16	2	1.1	i	0.4	.	.	22%	1%	4%	1.2%	0.6%
CCN(N=Nc1nonc1OC)c1nonc1OC	-3	-3	1.1	i	0.9	.	.	-2%	2%	-6%	-4.2%	-0.5%
CCCC1COC(Cn2cncn2)(c2ccc(Cl)cc2Cl)O1 (configuration not stated)	11	-3	1.1	i	0.3	.	.	10%	-3%	12%	0.5%	0.0%
CN1C(=O)NC(=O)/C(=C/c2ccc(C(=O)O)cc2)C1=O	.	.	.	i	0.4	20	683	.	5%	.	.	0.3%
OC1/C(=C/c2ccc(C(F)(F)F)cc2)N2CCC1CC2 (configuration not stated)	5	3	1	i	0.3	-1	677	-2%	13%	-6%	0.5%	0.5%
O=C(Cn1cc(C(=O)c2ccccc2)c2ccccc21)NCc1ccco1	4	-9	1	i	0.9	.	.	-23%	5%	-23%	-1.2%	2.8%
CC(C)(C)C(=O)c1cn(Cc2ccccc2)c2ccccc12	27	16	1.1	i	0.4	36	645	11%	-1%	9%	1.6%	-0.7%
Cc1nc2cc(-c3cccc(F)c3)nn2c(C)c1CCC(=O)N1CCC2(CC1)OCCO2	-7	12	1	i	0.8	.	.	4%	6%	6%	-0.3%	0.1%
CN1C(=O)N(C)C(=O)C2(Cc3cc([N+](=O)[O-])ccc3N(C)C2c2ccccc2)C1=O (configuration not stated)	2	2	0.9	i	0.9	-3	677	9%	8%	12%	-1.2%	1.8%
O=P1(NCCCn2cc[n+](Cc3nc4ccccc4[nH]3)c2)C=C(c2ccccc2)OC(c2ccccc2)=C1	.	.	.	i	0.6	28	670	.	6%	.	.	0.9%
Cc1ccc(N2C(=O)NC(=O)/C(=C\C=C\c3ccco3)C2=O)cc1C	-7	7	0.9	+	2.0*	-4	631	-38%	21%	-53%	23%	1.1%[50 µM]
Cc1cccc(OCC(=O)N2CCN(Cc3ccc([N+](=O)[O-])cc3)CC2)c1	-9	18	1	i	0.4	-2	675	.	10%	.	-0.2%	0.1%
CN1CCN(c2ccccc2N)CC1	-7	12	1	i	0.3	22	785	12%	6%	2%	-1.3%	-1.0%
COc1ccc(C2CN(C)CC2C(=O)c2ccc(C)cc2)cc1Cl (configuration not stated)	12	12	1.1	i	1.0	.	.	-10%	-5%	-6%	0.6%	7.6%
CCOC(=O)CC1=C(C(=O)OCC)C2(C(=O)N1)C(C(=O)OC)=C(N)Oc1ccccc12 (configuration not stated)	-9	-1	1.1	i	1.3	-7	758	20%	7%	13%	-1.7%	0.0%
CN(C)C(=O)Oc1ccc(-c2cn3cc(Cl)ccc3n2)cc1	28	22	1.1	i	1.4	6	709	-18%	-5%	-19%	-3.0%	0.3%
Cc1cc(C)c(NC2=NCCCS2)c(C)c1	-10	-4	1.1	i	0.7	3	763	-6%	0%	-6%	-0.1%	3.5%
CCOC(=O)c1c(C)c(C(=O)N2CCC3(CC2)OCCO3)c(C)n1CC	7	11	1.1	i	2.8	2	698	9%	-4%	-1%	-3.4%	-1.5%
O=C1CN(C(=O)COC(=O)Cc2ccccc2)c2ccccc2N1	-3	15	1	i	0.3	4	671	0%	17%	5%	-0.1%	0.0%
CCCCCCOC(=O)c1ccccc1N	10	6	1.1	i	0.9	-7	705	8%	2%	2%	0.7%	1.0%
CC1SC2(CN3CCC2CC3)NC1=O (configuration not stated)	3	-3	1	i	0.0	.	.	12%	-1%	10%	0.2%	0.7%
CCC(C)N1C(=O)/C(=C\c2ccc(N3CCCCCC3)cc2)C(=O)NC1=S (configuration not stated)	47	17	0.6	i	0.5	-49	645	1%	12%	-34%	0.7%	1.1%[50 µM]
CCN1CCN(C(=O)COc2ccc3c(c2)C(=O)CC2(CCN(C(C)=O)CC2)O3)CC1	-6	3	1	i	0.9	-36	766	6%	7%	-1%	-1.0%	0.6%
C=CCN1C(=O)/C(=C/c2cc(C)n(-c3ccccn3)c2C)C(=O)NC1=S	-8	0	1	i	0.4	1	656	-26%	2%	-18%	-0.6%	0.6%[50 µM]
CCC(=NCc1ccc2c(c1)OCO2)c1c(O)n(C)c(=O)n(C)c1=O	-11	9	1.2	i	1.8	.	.	0%	1%	5%	1.7%	0.1%
CC(Cc1ccccc1)NC(N)=O (configuration not stated)	.	.	.	i	0.7	9	711	.	-4%	.	.	0.1%
CC(C)CN1CCN(Cc2ccc(F)cc2Cl)CC1CCO (configuration not stated)	.	.	.	i	0.2	-4	647	.	-3%	.	.	0.3%
CC12CN3CCN(C1)CC(C)(C3)C2=NN	.	.	.	i	0.4	2	794	.	8%	.	.	4.7%
COC(=O)C1C2c3ccccc3OC1(C)N=c1s/c(=C/c3cn(C)nc3C)c(=O)n12 (configuration not stated)	-1	5	1.1	i	0.7	.	.	-8%	1%	-12%	-1.1%	1.0%
Cc1ccc(NC(=O)c2snnc2C)cc1Cl	3	-15	1.1	i	0.0	4	699	-6%	3%	-5%	0.9%	0.6%
Cc1ccc(-n2nc(C)c(C3C(C#N)=C(N)Oc4c3c(=O)oc3ccccc43)c2Cl)cc1 (configuration not stated)	17	10	1	.	.	-32	615	13%	11%	7%	-0.1%	.
c1ccc2c3c([nH]c2c1)CNCC3	7	-15	1.1	+	17*	.	.	21%	3%	18%	-3.8%	0.0%
COC(=O)CC1NC2CCCCC2NC1=O (configuration not stated)	3	-9	1.2	i	0.8	-1	760	4%	-1%	6%	-1.3%	1.4%
CCCn1c(C)cc(C=O)c1C	-1	-10	1	i	0.4	0	580	4%	7%	3%	.	0.1%
C=CCC1(CN2CCCC2=O)C(=O)NC(=O)NC1=O	0	-17	1.1	i	0.7	.	.	6%	3%	10%	-0.7%	1.4%
CCCCn1c(O)c(C(C)=NC(C)c2ccccc2)c(=O)[nH]c1=O (configuration not stated)	0	-3	1	.	.	-21	756	11%	2%	1%	4.1%	1.5%
O=[N+]([O-])c1ccc(N2CCCCC2)c2ncccc12	12	12	0.8	i	0.2	0	706	35%	13%	73%*	-0.6%	-0.2%
COC(=O)C(O)(c1ccc(NC(=S)NC(=O)c2ccc(Cl)cc2Cl)cc1)C(F)(F)F (configuration not stated)	27	-3	0.8	i	0.6	1	580	12%	3%	7%	-3.4%	2.3%[50 µM]

A few values from the entries so far:
Cc1ccc(NC(=O)c2snnc2C)cc1Cl @ human PMI inhibition = -6%
C=CCC1(CN2CCCC2=O)C(=O)NC(=O)NC1=O @ ER stress rescue = -0.7%

(continued)
SMILES	WT yeast gro inh	WT yeast gro inh mutant strain	TNAP activators	Myeloid diff MLP	Myeloid diff MLP GFP+ MAC1+ %	Hep lipid drop	Hep lipid drop cells 6.5 µM	human PMI inhibition	M1AAP inhibition	human PMI inhibitors	ER stress rescue	K1F lysis inhibition
COc1ccccc1N1C(=O)NC(=O)/C(=C/c2ccc3c(c2)Cc2ccccc2-3)C1=O	-15	-3	1.2	i	0.1	3	635	-14%	11%	-29%	-1.4%	-0.1%
O=[N+]([O-])c1cc(F)c(N2CCCCC2)cc1Br	.	.	.	i	0.4	-1	627	.	13%	.	.	0.1%
COCCNC(=O)c1c(N)n(Cc2ccco2)c2nc3ccccc3nc12	-5	19	1.2	i	1.9	.	.	2%	22%	14%	-1.4%	-1.0%
CCCCn1c(O)c(C=NC2CC3CCC2(C)C3(C)C)c(=O)[nH]c1=O (configuration not stated)	8	1	1	i	0.3	-16	630	17%	4%	14%	-0.1%	1.3%
COc1ccc(C2SCC(=O)Nc3c2c(C)nn3C2CCOC(C)(C)C2)cc1OC (configuration not stated)	2	7	1.3	i	1.5	0	789	7%	-4%	9%	-1.2%	0.7%
Cn1c(O)c(/C=N/c2ncccn2)c(=O)n(C)c1=O	18	10	1.1	i	13	-4	766	-5%	6%	-9%	2.0%	-1.4%
